Screens deposited in PubChem by National Center for Advancing Translational Sciences (NCATS).
UbGFP stabilizer = proteasome inhibitors stabilizing ubiquitin-GFP reporter | Ubiquitin-GFP reporter cells, proteasome inhibition, GFP fluorescence; response scale: untreated = 0%, 10 µM MG-132 = 100% | Potency, µM (titrated, usually from 45.9 µM), without a hit: top-dose activation (GFP accumulation), actives largely listed as activators | 67,000 tested, under 10 active | AID 526; active = well fitted activation curve with a large enough effect, not every such curve was filed as active; inconclusive = small, poorly fitted or top-dose-only effect, or another doubt; inactive = no such curve, though single readings can be large or run the other way; note: potency is the fitted concentration of half-maximal effect
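U2OS Ub(G76V)-GFP reporter; O/N plating, 0.5% FBS; cpd 46 uM–2.9 nM, 4 h, 37 °C; GFP+ cell count, 488/515 nm; norm. to basal vs 10 uM MG-132; CRC fit.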
HBB splicing = modulators of hemoglobin beta chain splicing; HBB splicing reporter cell assay, activation; EGFP reporter with mutant IVS2-654 intron; response scale: normalised to 500 nM splice-correcting PNA; Potency, µM (top dose mostly 46.1 µM), for inactives: top-dose activation, hits mostly activators; actives 0.06% (n = 65,000); note: potency is the fitted concentration of half-maximal effect; 0% is about no effect
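Compounds were applied for 2 days to HeLa EGFP-654 cells, 500/well in Optimem with 2% FCS. The reporter's EGFP is disrupted by mis-splicing of beta-globin intron IVS2-654. Readout: summed well GFP fluorescence from 488 nm laser scanning; reference was 500 nM antisense […] 654 PNA.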
CRE Fsk mod = modulators of forskolin-stimulated CRE signaling in CHO cells | actives 2.5% (n = 71,000) | AID 662 | CHO CRE-bla reporter (cAMP response element driving beta-lactamase), forskolin EC10, beta-lactamase ratio | Potency, µM (highest dose often 38.2 µM), for inactives: top-dose activity change, negative = inhibition, hits mostly activators; active = well fitted activation curve with a large enough effect in the signal ratio, with a control signal flat, not every such curve was filed as active; inconclusive = small, poorly fitted or top-dose-only effect, or effect the other way, or a change in a side signal; the % refers to the signal ratio; note: potency is the fitted concentration of half-maximal effect; % of control where 0% means no effect
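Beta-lactamase reporter under a cAMP responsive element in CHO cells; compounds tested in titration series against EC10 NKH 477, 3 h at 37 °C. Read-out: CCF4 FRET ratio 460nm/530nm (excitation 405nm) giving %Activity, fitted to AC50.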
BRCT PPI red = inhibitors of human BRCA1 BRCT-phosphoprotein interaction (red fluorophore); P38398; BRCT-phosphopeptide binding, red fluorescence polarization; Potency, µM (series often up to 76.9 µM), for inactives: at the top dose activity change, negative = inhibition, actives largely listed as inhibitors; actives 0.03% (n = 75,000); note: % is set by controls: 0 for no effect and ±100 for the full control effect
Target sequence (P38398 whole entry, looked up): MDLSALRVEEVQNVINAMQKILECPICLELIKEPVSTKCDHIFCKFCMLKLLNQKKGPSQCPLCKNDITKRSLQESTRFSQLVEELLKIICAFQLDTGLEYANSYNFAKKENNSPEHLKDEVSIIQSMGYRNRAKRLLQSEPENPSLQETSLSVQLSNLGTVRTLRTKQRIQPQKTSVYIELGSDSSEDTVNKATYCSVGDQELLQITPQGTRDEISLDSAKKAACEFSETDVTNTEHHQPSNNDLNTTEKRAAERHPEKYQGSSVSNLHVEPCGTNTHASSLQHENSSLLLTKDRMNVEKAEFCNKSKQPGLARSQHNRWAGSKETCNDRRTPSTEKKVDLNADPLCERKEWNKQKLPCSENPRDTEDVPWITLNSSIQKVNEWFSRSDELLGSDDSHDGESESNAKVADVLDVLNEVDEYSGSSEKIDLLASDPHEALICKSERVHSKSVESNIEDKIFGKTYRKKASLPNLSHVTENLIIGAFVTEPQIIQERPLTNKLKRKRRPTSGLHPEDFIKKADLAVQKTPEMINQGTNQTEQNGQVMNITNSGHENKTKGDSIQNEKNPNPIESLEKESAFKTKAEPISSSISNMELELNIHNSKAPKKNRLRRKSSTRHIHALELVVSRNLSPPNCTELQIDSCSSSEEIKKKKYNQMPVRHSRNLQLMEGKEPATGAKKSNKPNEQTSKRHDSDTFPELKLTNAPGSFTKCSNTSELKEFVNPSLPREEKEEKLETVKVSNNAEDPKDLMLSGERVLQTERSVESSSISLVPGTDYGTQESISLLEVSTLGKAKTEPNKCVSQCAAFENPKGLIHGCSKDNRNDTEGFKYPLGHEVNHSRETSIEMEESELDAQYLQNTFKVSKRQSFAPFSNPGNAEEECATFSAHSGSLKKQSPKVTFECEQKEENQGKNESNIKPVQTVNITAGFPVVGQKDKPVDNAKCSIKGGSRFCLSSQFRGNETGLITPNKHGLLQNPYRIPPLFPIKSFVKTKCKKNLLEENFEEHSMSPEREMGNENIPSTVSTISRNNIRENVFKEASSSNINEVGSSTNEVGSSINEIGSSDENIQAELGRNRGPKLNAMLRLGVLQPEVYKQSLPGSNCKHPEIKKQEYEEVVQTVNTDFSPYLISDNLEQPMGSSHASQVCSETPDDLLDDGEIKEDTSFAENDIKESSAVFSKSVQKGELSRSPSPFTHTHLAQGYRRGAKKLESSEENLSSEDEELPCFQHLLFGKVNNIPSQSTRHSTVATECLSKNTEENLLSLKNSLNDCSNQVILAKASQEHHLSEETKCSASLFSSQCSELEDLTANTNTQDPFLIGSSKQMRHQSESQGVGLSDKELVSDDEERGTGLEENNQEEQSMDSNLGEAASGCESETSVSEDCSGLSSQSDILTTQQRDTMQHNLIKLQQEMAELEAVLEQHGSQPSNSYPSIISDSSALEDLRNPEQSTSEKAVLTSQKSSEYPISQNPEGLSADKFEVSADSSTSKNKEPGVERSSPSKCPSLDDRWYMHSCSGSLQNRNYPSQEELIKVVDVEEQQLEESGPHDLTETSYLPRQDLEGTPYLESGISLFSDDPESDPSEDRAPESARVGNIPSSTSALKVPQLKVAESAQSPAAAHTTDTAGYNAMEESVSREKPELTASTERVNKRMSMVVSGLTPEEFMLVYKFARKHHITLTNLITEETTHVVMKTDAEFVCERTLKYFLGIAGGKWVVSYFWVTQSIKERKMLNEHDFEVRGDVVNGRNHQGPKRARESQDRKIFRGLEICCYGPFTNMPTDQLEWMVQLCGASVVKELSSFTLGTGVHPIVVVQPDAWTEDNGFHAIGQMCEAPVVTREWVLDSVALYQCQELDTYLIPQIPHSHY
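Rhodamine-labelled pBACH1 10-mer (100 nM) bound to BRCT domain (100 nM) at pH 7.3; compounds incubated 12 min room temperature, polarization read. Free peptide defines full inhibition; unlabelled decapeptide titrated as control.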
Hsp90 Hop PPI = changes Hsp90-Hop TPR2A binding signal, up or down | AlphaScreen TPR2A-His6 binding biotin-Hsp90 C-terminal peptide | Potency, µM (top dose mostly 57 µM), inactives show top-dose activity change, negative = inhibition | actives 0.44% (n = 71,000) | AID 595; active = well fitted curve in either direction with a large enough effect; inconclusive = small, poorly fitted or top-dose-only effect, or another doubt; note: potency is the fitted concentration of half-maximal effect; % is set by controls: 0 for no effect and ±100 for the full control effect; many of its hits are not listed in these tables
15-hLO inh = 15-hLO (ALOX15) enzyme inhibition | P16050 | purified 15hLO-1, xylenol orange hydroperoxide absorbance | Potency, µM (titrated, usually from 57.1 µM), for inactives: at the highest dose activity change, negative = inhibition, hits mostly inhibitors | actives 1.4% (n = 74,000) | AID 887; note: potency is the fitted concentration of half-maximal effect; % is set by controls: 0 for no effect and ±100 for the full control effect; nearly all actives have a fitted effect of over 55% in size
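Purified human 15hLO-1 (40 nM) in 25 mM Hepes pH 7.5, 0.01% Triton X-100, preincubated 15 min RT with compound, then 50 uM arachidonic acid for 6 min. Hydroperoxide read by ferrous/xylenol orange, 30 min; 573/405 nm absorbance ratio gave progress.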
HADH2 inh = HADH2 (human) dehydrogenase inhibition | Potency, µM (top dose mostly 57.1 µM), inactives show at the highest dose activity change, negative = inhibition, hits mostly inhibitors | recombinant HADH2, NADH fluorescence, beta-hydroxybutyryl-CoA | actives 3.4% (n = 73,000) | AID 886 | Q99714; note: potency is the fitted concentration of half-maximal effect; % is set by controls: 0 for no effect and ±100 for the full control effect; nearly all actives have a fitted effect of over 60% in size; many of its hits are not listed in these tables
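Activity measured as NADH fluorescence gain (360/450 nm), taken as the change between first and last reads of a 4-min kinetic run. Conditions: pH 9.0 Tris buffer, 20 nM E. coli-expressed His-tagged enzyme, 1 mM NAD+, 90 uM beta-hydroxybutyryl-CoA; 15-min compound preincubation.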
Pol III holo inh = inhibitors of bacterial DNA polymerase III holoenzyme | reconstituted DNA polymerase III holoenzyme replication, biochemical | Potency, µM (highest dose often 57.1 µM), without a hit: at the top dose activity change, negative = inhibition | actives 0.25% (n = 71,000) | AID 603; note: potency is the fitted concentration of half-maximal effect; % is set by controls: 0 for no effect and ±100 for the full control effect
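Reconstituted *E. coli* holoenzyme (0.35 nM Pol III, 1 nM beta, 154 nM SSB, 2 nM primase) was preincubated with compound for 15 min at RT. Synthesis on 1.4 nM ssM13Gori ran 35 min, then was stopped with PicoGreen/EDTA and read as dsDNA fluorescence.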
Epigenetic mod = derepresses silenced GFP locus in mouse C127i cells; AID 597; mouse C127i GFP locus derepression, cytometry, 30 h; actives 0.09% (n = 68,000); Potency, µM (top dose mostly 46.1 µM), for inactives: at the highest dose GFP derepression (activation); note: % of control where 0% means no effect
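Locus derepression in mouse mammary C127i cells whose integrated CMV-GFP reporter is normally silent; GFP expression after 30 h compound treatment was quantified by counting fluorescent cells.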
BRCT inh green = blocks human BRCA1 BRCT binding to phosphopeptide, green readout. BRCA1 BRCT-phosphopeptide binding, green fluorescence polarization. Potency, µM (series often up to 76.9 µM), for inactives: top-dose activity change, negative = inhibition, actives largely listed as inhibitors. AID 875. actives 0.05% (n = 75,000);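 note: potency is the fitted concentration of half-maximal effect; plate controls were peptide without protein for full effect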
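Compounds were incubated for 12 min at room temperature with a complex of 100 nM fluorescein-tagged pBACH1 decapeptide and 250 nM His-tagged BRCT protein. Buffer was phosphate pH 7.3 with EDTA, DTT and Tween 20. Disruption of binding lowers the polarization signal.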
USP2a inh = blocks human ubiquitin-specific protease USP2a. USP2a enzymatic assay, qHTS inhibition. Potency, µM (highest dose often 38.3 µM), for inactives: top-dose activity change, negative = inhibition, actives largely listed as inhibitors. actives 0.1% (n = 60,000). AID 927;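 note: potency is the fitted concentration of half-maximal effect; nearly all actives have a fitted effect of over 60% in size; plate controls were DMSO for no effect and NEM full inhibition control for full effect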
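USP2 core (20nM final) preincubated 30 min RT with compound, then Ub-PLA2 20nM and NBD C6-HPC 20uM final added; buffer 20mM Tris-HCl pH 8.0, 2mM CaCl2. Fluorescence Ex 460/Em 535 read at 0 and 2.5 h; normalized to NEM.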
Numbers without * were called inactive; & = joins results of further samples; [ ] = remark or other dose. Unless noted, calls come from the whole dose curve; as a rule, active = well fitted curve in the direction sought with a large enough effect; inconclusive = small, poorly fitted or top-dose-only effect, or another doubt; inactive = no such curve, though single readings can be large; an effect the other way counts as inactive or inconclusive. This is a subset. The share of hits here may be higher or lower than overall.

What do the screens show for `COc1cccc(N2CCN(C3CC(=O)N(c4ccc(Cl)c(Cl)c4)C3=O)CC2)c1` (configuration not stated)?
UbGFP stabilizer: 2%; HBB splicing: 0.5%; CRE Fsk mod: -11%; BRCT PPI red: -3.0%; Hsp90 Hop PPI: -4%; 15-hLO inh: -14%; HADH2 inh: 12%; Pol III holo inh: -2%; Epigenetic mod: 5%; BRCT inh green: 0.5%; USP2a inh: 23%

How did CN1C(=O)C(O)(CC(=O)c2ccccc2O)c2cc(Br)ccc21 (configuration not stated) do in these assays?
UbGFP stabilizer: -5%; HBB splicing: 0.4%; CRE Fsk mod: 13%; BRCT PPI red: 0.8%; Hsp90 Hop PPI: -6%; 15-hLO inh: -15%; HADH2 inh: -4%; Pol III holo inh: 0%; Epigenetic mod: -2%; BRCT inh green: -0.9%

How did OCc1cc([C@@H](O)CNCCCCCCOCCCCc2ccccc2)ccc1O do in these assays?
UbGFP stabilizer: 2%&2%; HBB splicing: 0.1%; CRE Fsk mod: -29%&-15%; BRCT PPI red: -1.9%; Hsp90 Hop PPI: inconclusive; 15-hLO inh: inconclusive; HADH2 inh: 11%&6%; Pol III holo inh: -2%&-2%; Epigenetic mod: -1%&-2%; BRCT inh green: -2.2%

What do the screens show for `COc1ccc(C2CC(C(F)(F)F)n3nc(C(=O)O)c(Cl)c3N2)cc1OC` (configuration not stated)?
UbGFP stabilizer: 12%; HBB splicing: 0.6%[9.22 µM]; CRE Fsk mod: 2%; BRCT PPI red: 0.7%; Hsp90 Hop PPI: -1%; 15-hLO inh: 4%; HADH2 inh: 10%; Pol III holo inh: -4%; Epigenetic mod: 0%; BRCT inh green: -1.3%; USP2a inh: -6%

How did CC(=O)C(C)Oc1ccc2c3c(c(=O)oc2c1C)CCCC3 (configuration not stated) do in these assays?
UbGFP stabilizer: -4%; HBB splicing: -2.6%[57.5 µM]; CRE Fsk mod: inconclusive; BRCT PPI red: 0.5%; Hsp90 Hop PPI: 5%; 15-hLO inh: -15%; HADH2 inh: -126%; Pol III holo inh: 4%; Epigenetic mod: -2%; BRCT inh green: 4.0%; USP2a inh: 5%

How did COc1cc(NC(=O)Cc2cccs2)ccc1-n1cnnn1 do in these assays?
UbGFP stabilizer: -3%; HBB splicing: -0.1%[57.5 µM]; CRE Fsk mod: 1%; BRCT PPI red: 0.8%; Hsp90 Hop PPI: -2%; 15-hLO inh: 0%; HADH2 inh: 5%; Pol III holo inh: -4%; Epigenetic mod: -1%; BRCT inh green: -0.2%

Results for CN(C)S(=O)(=O)c1cc(C(=O)NCC2CCCO2)c(Cl)cc1Cl (configuration not stated) ?
UbGFP stabilizer: 4%; HBB splicing: -1.3%; CRE Fsk mod: -1%; BRCT PPI red: -0.8%; Hsp90 Hop PPI: -4%; 15-hLO inh: -2%; HADH2 inh: 14%; Pol III holo inh: 3%; Epigenetic mod: 2%; BRCT inh green: -1.6%; USP2a inh: -3%

How did O=C1c2c(O)cccc2Cc2cccc(O)c21 do in these assays?
HBB splicing: 1.6%; CRE Fsk mod: -8%; BRCT PPI red: -2.0%; Hsp90 Hop PPI: 3%; 15-hLO inh: inconclusive; HADH2 inh: 6%; Pol III holo inh: 2%; BRCT inh green: -4.3%; USP2a inh: inconclusive

Results for CCc1nccn1S(=O)(=O)c1ccc(Br)cc1Br ?
UbGFP stabilizer: -5%; HBB splicing: 0.2%[57.5 µM]; CRE Fsk mod: 1%; BRCT PPI red: -2.0%; Hsp90 Hop PPI: 2%; 15-hLO inh: 1%; HADH2 inh: -1%; Pol III holo inh: 6%; Epigenetic mod: 0%; BRCT inh green: -1.6%; USP2a inh: 2%

How did CCOc1ccccc1Nc1nc2ccccc2[nH]1 do in these assays?
UbGFP stabilizer: 2%; HBB splicing: -0.4%; CRE Fsk mod: 0%; BRCT PPI red: -0.8%; Hsp90 Hop PPI: 0%; 15-hLO inh: -4%; HADH2 inh: 3%; Pol III holo inh: -2%; Epigenetic mod: -2%; BRCT inh green: 0.6%; USP2a inh: -1%

What do the screens show for `CCN(CC)CCn1c(NCc2ccc(OC)cc2)nc2ccccc21`?
UbGFP stabilizer: -6%; HBB splicing: -0.9%; CRE Fsk mod: -5%; BRCT PPI red: 0.6%; Hsp90 Hop PPI: -2%; 15-hLO inh: 0%; HADH2 inh: 13%; Pol III holo inh: -6%; Epigenetic mod: 0%; BRCT inh green: 0.5%; USP2a inh: 13%

How did Cc1ccc(S(=O)(=O)N2CCCC(C(=O)NCCCN3CCCCC3C)C2)cc1 (configuration not stated) do in these assays?
UbGFP stabilizer: -1%; HBB splicing: -4.6%[57.5 µM]; CRE Fsk mod: 0%; BRCT PPI red: 1.4%; Hsp90 Hop PPI: -4%; 15-hLO inh: -3%; HADH2 inh: -2%; Pol III holo inh: 2%; Epigenetic mod: 2%; BRCT inh green: -0.8%; USP2a inh: 3%

How did O=C1N/C(=C\c2ccccc2)c2ccccc21 do in these assays?
UbGFP stabilizer: 0%; HBB splicing: -0.6%; CRE Fsk mod: 15%; BRCT PPI red: -1.9%; Hsp90 Hop PPI: -2%; 15-hLO inh: -5%; HADH2 inh: -5%; Pol III holo inh: -1%; Epigenetic mod: -2%; BRCT inh green: -2.2%; USP2a inh: -3%

How did CCOC(=O)CCN1C(=O)[C@H]2[C@@H]3[C@H](O)[C@H](O)CC(=O)[C@H]3CC[C@H]2C1=O do in these assays?
HBB splicing: 0.8%&0.2%[9.22 µM]; BRCT PPI red: 0.3%&-0.1%[15.4 µM]; 15-hLO inh: 1%&-3%[11.4 µM]; HADH2 inh: 9%&-10%[11.4 µM]; BRCT inh green: 0.2%&-1.4%[15.4 µM]

How did Cc1cc(-c2ccccc2)nc(N2CCC(C(=O)NC(C)C)CC2)n1 do in these assays?
UbGFP stabilizer: 0%; HBB splicing: -0.1%[57.5 µM]; CRE Fsk mod: 5%; BRCT PPI red: 1.1%; Hsp90 Hop PPI: -3%; 15-hLO inh: 6%; HADH2 inh: -5%; Pol III holo inh: -2%; Epigenetic mod: -1%; BRCT inh green: 2.3%; USP2a inh: 7%

What do the screens show for `Cc1ccc(NC(=O)CN2C(=O)NC(Cc3ccccc3)C2=O)cc1` (configuration not stated)?
UbGFP stabilizer: 2%; HBB splicing: -3.7%; CRE Fsk mod: inconclusive; BRCT PPI red: -0.8%; Hsp90 Hop PPI: -4%; 15-hLO inh: inconclusive; HADH2 inh: 5%; Pol III holo inh: 2%; Epigenetic mod: -2%; BRCT inh green: 0.4%; USP2a inh: -15%

How did CC(=O)c1cc2c(cc1NS(=O)(=O)c1ccc3c(c1)OCCO3)OCO2 do in these assays?
UbGFP stabilizer: 2%; HBB splicing: 3.6%; CRE Fsk mod: 6%; BRCT PPI red: -0.9%; Hsp90 Hop PPI: 1%; 15-hLO inh: -10%; HADH2 inh: -8%; Pol III holo inh: 15%; Epigenetic mod: -1%; BRCT inh green: 0.0%; USP2a inh: 3%

Results for O=C(NCc1cccnc1)C1c2ccccc2C(=O)N1C1CCCCCC1 (configuration not stated) ?
UbGFP stabilizer: 2%; HBB splicing: -0.5%; CRE Fsk mod: -1%; BRCT PPI red: 0.4%; Hsp90 Hop PPI: -4%; 15-hLO inh: 14%; HADH2 inh: 0%; Pol III holo inh: -5%; Epigenetic mod: -7%; BRCT inh green: -1.2%; USP2a inh: 3%
